STK33 inh: inhibitors of human STK33 kinase; purified STK33, MBP phosphorylation, ADP-Glo luminescence; Q9BYT3; 320,000 tested, 0.073% active; inhibition, % at 10 µM;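 active = inhibition at or above 25%, using the most active replicate where run in duplicate; inactive = inhibition below 25%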
Target sequence (Q9BYT3 whole entry, looked up): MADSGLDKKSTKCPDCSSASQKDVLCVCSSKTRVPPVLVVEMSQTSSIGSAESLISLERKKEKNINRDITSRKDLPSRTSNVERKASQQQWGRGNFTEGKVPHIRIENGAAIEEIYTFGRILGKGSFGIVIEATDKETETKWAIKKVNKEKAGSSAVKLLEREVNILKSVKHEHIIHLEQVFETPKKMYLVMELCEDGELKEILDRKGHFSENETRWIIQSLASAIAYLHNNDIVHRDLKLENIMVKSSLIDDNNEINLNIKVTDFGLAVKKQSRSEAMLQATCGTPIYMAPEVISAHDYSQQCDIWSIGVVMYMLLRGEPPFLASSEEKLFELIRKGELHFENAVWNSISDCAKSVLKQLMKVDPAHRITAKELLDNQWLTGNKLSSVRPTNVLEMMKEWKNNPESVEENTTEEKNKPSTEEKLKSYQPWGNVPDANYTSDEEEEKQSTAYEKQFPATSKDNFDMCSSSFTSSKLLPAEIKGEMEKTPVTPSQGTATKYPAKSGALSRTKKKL
OX1R antag-1: blocks the human orexin 1 receptor; 330,000 tested, 0.43% active; CHO/OX1R cells, Fluo-8 calcium fluorescence, orexin A; inhibition, % at 5 µM; AID 434989;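 active = inhibition above its plate's threshold, mean inhibition of all tested compounds on the plate plus 3 SD, cut at about 37% in these data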;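 note: 0% = orexin A challenge wells and 100% = SB-334867-A antagonist wells; not every result past the cut was called active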
Target sequence (O43613 whole entry, looked up): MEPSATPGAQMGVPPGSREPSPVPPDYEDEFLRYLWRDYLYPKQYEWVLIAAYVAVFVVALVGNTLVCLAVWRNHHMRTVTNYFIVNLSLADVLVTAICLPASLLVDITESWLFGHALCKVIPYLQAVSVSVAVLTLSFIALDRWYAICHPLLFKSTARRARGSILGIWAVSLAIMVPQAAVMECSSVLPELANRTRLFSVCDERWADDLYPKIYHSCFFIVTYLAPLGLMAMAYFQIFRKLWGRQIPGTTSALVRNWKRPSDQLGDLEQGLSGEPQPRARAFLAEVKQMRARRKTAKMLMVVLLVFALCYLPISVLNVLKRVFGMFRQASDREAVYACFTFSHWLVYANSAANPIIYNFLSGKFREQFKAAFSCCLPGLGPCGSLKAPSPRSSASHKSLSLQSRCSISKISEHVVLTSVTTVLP
OX1R antag-2: blocks the human orexin 1 receptor; OX1R-expressing cells, FRET antagonist read-out; inhibition, % at 6.6 µM; 330,000 tested, 1.8% active; AID 485270; in the data active = inhibition mostly above about 38%, no sharp cut-off; inactive = mostly below about 40%;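 note: 0% = agonist challenge alone and 100% = reference antagonist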
An asterisk follows results filed as active; x = not tested or not shown.

| STK33 inh | OX1R antag-1 | OX1R antag-2 | SMILES |
| --- | --- | --- | --- |
| 0.7 | 12 | 17 | NS(=O)(=O)c1cc(C2(O)NC(=O)c3ccccc32)ccc1Cl (stereo not drawn) |
| 1.8 | -14 | 31 | COc1cc2nc(CSc3nc(-c4ccc(F)cc4)cs3)[nH]c(=O)c2cc1OC |
| -0.6 | 11 | 23 | COc1cc(OC)c(NC(=O)c2ccoc2C)cc1Cl |
| 0.8 | -5 | 57 | CCOC(=O)c1cc2c(ccc3ccccc32)oc1=O |
| 0.1 | 2 | 16 | O=C(NC(Cc1ccccc1)C(=O)O)/C(=C/c1ccc([N+](=O)[O-])cc1)NC(=O)c1ccccc1Br (stereo not drawn) |
| -2.0 | -26 | 5 | CCOC(=O)N1CCN(C(=O)CSc2nnc(Cc3cccn3C)n2CCc2ccccc2)CC1 |
| -1.7 | -29 | 17 | COc1ccccc1CNC(=O)CSc1ccc(-c2cccc([N+](=O)[O-])c2)nn1 |
| -0.9 | -4 | 2 | O=C(NCc1ccccc1F)C1CCN(C(=O)NCc2ccccc2)CC1 |
| x | 3 | 39* | Cc1ccc([C@@H]2CC=C(C(=O)O)[C@H](c3ccc(Br)cc3)N2S(=O)(=O)c2ccc(C)cc2)cc1 |
| -0.2 | -2 | 4 | O=C(c1ccc(OC(F)(F)F)cc1)c1ncc[nH]1 |
| -1.1 | -16 | 22 | OCCC1CN(Cc2cccn2-c2nccs2)CCN1Cc1ccccc1 (stereo not drawn) |
| 0.3 | -6 | 29 | S=C(NCCc1ccccc1)Nc1ccc(Cl)cc1Cl |
| -1.4 | 4 | 4 | COc1ccc(C(=O)NNC(=O)c2cc(C)[nH]n2)cc1 |
| 0.7 | -22 | 13 | COc1cccc2[nH]c3c(N4CCc5ccccc5C4)ncnc3c12 |
| -2.2 | -11 | 7 | COc1ccc(NS(=O)(=O)c2ccc(SC)cc2)c(OC)c1 |
| 0.2 | -1 | 19 | Cc1cc(C)cc(NC(=O)C2CCCN(S(=O)(=O)c3ccc4[nH]c(=O)ccc4c3)C2)c1 (stereo not drawn) |
| 0.6 | -16 | 24 | CC(C)CN(C(=O)COC(=O)c1ccc(Br)o1)c1c(N)n(Cc2ccccc2)c(=O)[nH]c1=O |
| -0.9 | -20 | 1 | O=[N+]([O-])c1ccc(CN2CCN(c3nc4ccccc4s3)CC2)cc1 |
| 0.5 | 0 | 6 | COc1ccc(C(=O)NNC(=O)c2cccc(F)c2)cc1 |
| -2.8 | -24 | 4 | COc1ccc(N2CCN(C(=O)CNC(=O)c3nn(-c4ccc(OC)cc4)c(=O)c4ccccc34)CC2)cc1 |
| 0.7 | 10 | 28 | CCc1ccc(OCC(=O)Nc2ccc(-c3cc4ccccc4oc3=O)c(OC)c2)cc1 |
| -1.4 | -18 | 4 | COc1ccc(S(=O)(=O)N2CCCCCC2)cc1C(=O)OCC(=O)NC1CCS(=O)(=O)C1 (stereo not drawn) |
| -0.9 | -37 | 19 | c1ccc(-c2nnc(SCc3nnc(-c4cccs4)o3)o2)cc1 |
| 0.3 | -8 | 2 | CC(=O)Nc1ccc(S(=O)(=O)NCc2cn3c(C)csc3n2)cc1 |
| -1.2 | -13 | 23 | Cc1ccc(OCC(=O)Nc2cccc(S(=O)(=O)N3CCOCC3)c2)c([N+](=O)[O-])n1 |
| 0.3 | -5 | 10 | CCOC(=O)c1ccc(NC(=O)c2cc(C)nc3ccccc23)cc1 |
| -0.5 | 0 | 4 | Cc1ccc(S(=O)(=O)Nc2c(C)n(C)n(-c3ccccc3)c2=O)c(C)c1 |
| 0.0 | 2 | 11 | COc1ccc(CNC(=O)C2CCN(S(=O)(=O)c3ccc(-c4nn[nH]n4)cc3)CC2)cc1 |
| 7.1 | 8 | 5 | CCCCN(C(=O)c1ccc(N2CCCC2=O)cc1)c1c(N)n(CCC)c(=O)[nH]c1=O |
| -0.7 | -1 | 18 | Cn1cccc1/C=N/NC(=O)c1sc2cc(Cl)ccc2c1Cl |
| -1.0 | -12 | 10 | O=C(Nc1c(F)cccc1F)C1CCN(C(=O)c2cccs2)CC1 |
| 1.1 | -36 | 11 | CC(=O)c1c(C)[nH]c(C(=O)CN2C(=O)NC(CCc3ccccc3)C2=O)c1C (stereo not drawn) |
| -0.4 | -4 | 9 | CCC(=O)N(c1nnc(SCC(=O)c2ccc[nH]2)s1)C1CC1 |
| -0.8 | -32 | 30 | Cc1snc(SCC(=O)c2ccc(F)cc2)c1C#N |
| 2.0 | -25 | 8 | COc1cc2c(C(=O)NC3CCCCCC3)cn(C)c(=O)c2cc1OC |
| -0.9 | -7 | 19 | CC1Cc2ccccc2N1Cc1nc2scc(-c3cccs3)c2c(=O)[nH]1 (stereo not drawn) |
| 1.9 | 12 | 4 | Cc1cccc(-n2c(C)n[nH]c2=S)c1 |
| 0.9 | -5 | 29 | O=C(CSc1ncn[nH]1)NCCCc1ccccc1 |
| -0.3 | -12 | 12 | COc1ccc(C2=NO[C@@H]3C(=O)N(Cc4ccccc4)C(=O)[C@H]23)c(OC)c1 |
| -1.8 | -10 | 8 | OC(CNCc1ccco1)Cn1c2ccc(Br)cc2c2cc(Br)ccc21 (stereo not drawn) |
| -0.2 | -16 | 21 | Cc1ccc(C(=O)c2c3ccc(C(F)(F)F)cc3[n+]([O-])n2CCCN)cc1 |
| 0.2 | -10 | -7 | Nc1cc(=O)[nH]c(SCc2nc3ccccc3n2Cc2ccccc2)n1 |
| 0.6 | 8 | 28 | CCN(CC(=O)Nc1c(F)cccc1F)C(=O)CCc1nc2ccccc2c(=O)[nH]1 |
| 0.8 | -5 | 1 | COC(=O)/C=C1/SC(=NC(=O)c2ccc(F)cc2)NC1=O |
| -0.5 | -8 | 1 | Cc1nn(CC#N)c(=O)n1-c1ccc(F)cc1 |
| 0.0 | -26 | -1 | CC(CNC(=O)COC(=O)c1ccco1)c1ccccc1 (stereo not drawn) |
| 0.5 | -1 | 25 | Cc1nnsc1C(=O)NC1CCCc2c1cnn2-c1ccc(F)cc1F (stereo not drawn) |
| -2.3 | -31 | 19 | COc1ccc(CN2CCN(S(=O)(=O)c3ccccc3)CC2)cc1Br |
| -0.2 | -27 | 17 | COC(=O)CN(c1nc(C)cc(OC)n1)S(=O)(=O)c1ccc(C)cc1 |
| 0.9 | -9 | 14 | O=[N+]([O-])c1cc(C(F)(F)F)ccc1NCCc1c[nH]c2ccc(O)cc12 |

More compounds follow:
| STK33 inh | OX1R antag-1 | OX1R antag-2 | SMILES |
| --- | --- | --- | --- |
| -0.5 | -5 | 8 | COc1ccc(N2CCN(C(c3cccs3)C(C)NS(C)(=O)=O)CC2)cc1 (stereo not drawn) |
| 0.3 | -2 | 16 | CC(C)(C)c1ccc(NS(=O)(=O)c2ccc(N)cc2)cc1 |
| -2.7 | -32 | 13 | Cc1ccccc1C(C(=O)NC1CCCCC1)N(C(=O)c1ccccn1)c1cccnc1 (stereo not drawn) |
| 1.0 | -19 | 32 | Cc1ccc(C(=O)N=c2sccn2C)cc1S(=O)(=O)N1CCOCC1 |
| 0.4 | -12 | 21 | CCOc1ccccc1C(=O)Nc1nnc(SCC(=O)Nc2cc(C)on2)s1 |
| -0.9 | -26 | 14 | Cc1nc2ncnn2c(N2CCCC(C(=O)Nc3ccccc3Br)C2)c1C (stereo not drawn) |
| x | -13 | 7 | C[C@H]1COC(=O)[C@H](Cc2ccc(F)cc2)CC/C=C/C[C@@H](CC(=O)N(CCO)Cc2ccccc2)C(=O)N1 |
| -0.6 | -18 | 21 | Clc1ccc2nc(CSc3nnc4ccccn34)cn2c1 |
| 1.3 | -9 | 30 | Cc1ccc(N2CC(C(=O)NCCN3CCOCC3)CC2=O)cc1C (stereo not drawn) |
| 1.0 | -10 | 11 | CCCCCOc1ccc(/C(C)=N/NC2=NCCN2)cc1 |
| -1.3 | 1 | 3 | CCOC(=O)C(N)CSC1CC(=O)N(CCc2ccccc2)C1=O (stereo not drawn) |
| 0.0 | -13 | 1 | N=c1nc(SCCC(=O)O)ss1 |
| 0.4 | -14 | 4 | CN1CCc2ccccc2CC1=O |
| 0.2 | 17 | 15 | Cc1cc(S(=O)(=O)N2CCOCC2)ccc1NC(=O)c1ccc(F)cc1 |
| 0.4 | -17 | 12 | CCOC(=O)C1CCN(C(=O)c2cc3ccc(OC)cc3[nH]2)CC1 |
| 0.4 | -16 | 37 | CCS(=O)(=O)c1ccc2oc(SCC(=O)NCCC3=CCCCC3)nc2c1 |
| -0.7 | -51 | 17 | Cc1nc2ccccc2n1C(=O)c1ccc(Cl)cc1[N+](=O)[O-] |
| -1.7 | -19 | 16 | Cc1cccc(N2CC(C)Cn3c2nc2c3c(=O)n(CC(=O)OCc3ccccc3)c(=O)n2C)c1 (stereo not drawn) |
| 2.8 | -10 | 38 | O=C(N/N=C/c1cccc([N+](=O)[O-])c1)c1ccc2nc[nH]c2c1 |
| -0.3 | -11 | 10 | C/C(=N\NC(=O)c1c(Br)c(C)nn1C)c1cccc(NC(=O)C2CCC2)c1 |
| 3.5 | -7 | 10 | CSCCC(NC(=O)C1CCC(C)CC1)C(=O)NCCN1CCOCC1 (stereo not drawn) |
| -2.9 | -25 | 5 | CCCOc1ccc(N2C(=O)CC(SC(=NC)Nc3ccc(F)cc3)C2=O)cc1 (stereo not drawn) |
| 0.3 | -14 | 18 | CCCNC(=O)c1csc2c1CCCCC2 |
| 0.0 | -8 | 8 | Cc1occc1C(=O)N/N=C/c1sc(N2CCOCC2)nc1-c1ccccc1 |
| -0.4 | -22 | 8 | Cc1ccc2cc(CN(CC(C)C)S(=O)(=O)c3cccc4nonc34)c(=O)[nH]c2c1 |
| x | -19 | 5 | CCN1C[C@@H]2[C@@H]3C(=O)N(Cc4ccccc4)C(=O)[C@@H]3[C@](CC)(C(=O)OC)N2C1=NC1CCCCC1 |
| -0.2 | -7 | 5 | Cc1ccc(NC(=O)COC(=O)c2ccccc2Cl)cc1S(=O)(=O)N(C)C |
| -0.9 | -18 | 4 | COc1ccc(-c2ocnc2C(=O)Nc2ccc3c(c2)CCC3)cc1 |
| 0.3 | -18 | 6 | CCOC(=O)C1CCCN(C(=O)c2cc(-c3ccc(F)cc3)nc3ccccc23)C1 (stereo not drawn) |
| 0.0 | -23 | 8 | CCOC(=O)c1cncc(C#CCO)c1 |
| 1.0 | 1 | 13 | Cc1ccc2c(c1)sc(=NC(=O)C1CC1)n2C |
| -1.9 | -31 | 19 | CSc1ccc(CNC(=O)C2CCC(=O)N(CCc3cccc(F)c3)C2)cc1 (stereo not drawn) |
| 0.7 | -6 | 4 | CC(=O)N1CCC(N(CCN2CCOCC2)C(=S)Nc2cccc(C)c2C)CC1 |
| 0.0 | 1 | 10 | CCCCCC(=O)N/N=C/c1ccco1 |
| 0.7 | -48 | 13 | Cc1nc2cc(-c3ccc(Cl)cc3)nn2c(C)c1CCC(=O)NCc1ccco1 |
| -1.1 | -17 | 2 | Cn1c(=O)c2c([nH]c(OCc3ccc(Cl)cc3Cl)[n+]2Cc2ccc(F)cc2)n(C)c1=O |
| -1.9 | -7 | 8 | O=[N+]([O-])c1cc(Cl)ccc1-c1nc(-c2ccncc2)no1 |
| -0.2 | -11 | 7 | O=C(O)C1CSC2(c3ccc4c(c3)OCCO4)CCC(=O)N12 (stereo not drawn) |
| 0.5 | 1 | 7 | O=[N+]([O-])c1ccc(NNC(=S)Nc2ccc(F)cc2)cc1 |
| -1.3 | -6 | -2 | Cc1noc(NS(=O)(=O)c2ccc(NC(=O)c3ccc(N4C(=O)c5ccccc5C4=O)cc3)cc2)c1C |
| 1.4 | 15 | 19 | CCOC(=O)c1ccc(NC(=S)NCCc2ccc(F)cc2)cc1 |
| -0.2 | -10 | 16 | OCC[C@H]1C[C@H](O)[C@@H](O)[C@@]2(CCCc3ccccc3O2)O1 |
| -1.3 | -6 | 13 | O=C(CCNC(=O)c1ccccc1Cl)NN1C(=O)NC2(CCCCC2)C1=O |
| 0.4 | -11 | 8 | COc1ccc(/C=C(\C#N)C(=O)OC2CCOC2=O)cc1 (stereo not drawn) |
| -2.4 | -11 | -2 | O=C(N/N=C1\NC(=O)C(CO)(CO)S1)c1ccccc1 |
| 3.2 | -17 | 18 | Oc1ccc(-c2cn3c(n2)SCC3)cc1O |
| -0.3 | -9 | 27 | Cc1ccc2nc(-c3cccc(-c4cccc(Cl)c4)c3)c(NCc3ccccc3)n2c1 |
| 4.7 | -5 | 9 | C(=N\n1c2ccccc2c2ccccc21)/c1ccccc1 |
| 3.4 | -21 | 14 | CC(C)CNc1nc2c(c(=O)n(C)c(=O)n2C)n1Cc1cccc(Br)c1 |
| 0.1 | -24 | 12 | Cc1c(C(=O)N2CCCCC2)c(S(=O)(=O)Nc2cccc(Br)c2)c(C)n1C |

(listing goes on)
| STK33 inh | OX1R antag-1 | OX1R antag-2 | SMILES |
| --- | --- | --- | --- |
| -1.3 | 3 | 9 | COc1ccc(-c2cc(C(=O)NCc3cccs3)no2)cc1 |
| -0.5 | 2 | 19 | O=c1c(Br)c(N2CCOCC2)cnn1-c1ccccc1 |
| 0.3 | -26 | 3 | CCOc1ccc(C=O)cc1CN1CCCCC1 |
| -0.6 | -16 | 15 | CN(CC(=O)NCCc1ccccc1)S(=O)(=O)c1cccs1 |
| 0.3 | -15 | 9 | CCOC(=S)SCC(=O)N1CCc2cc(OC)c(OC)cc2C1C1C(=O)CC(C)(C)CC1=O (stereo not drawn) |
| -1.6 | -10 | 5 | CCN1C=C(C(=O)OC)C(c2cccc(OC)c2OC)C(C(=O)OC)=C1 |
| -0.8 | 3 | -2 | Cc1ccccc1NC(=S)N(CCN(C)C)C(C)c1ccco1 (stereo not drawn) |
| -0.8 | -4 | 5 | O=C1CN(Cc2cc(=O)oc3cc4c(cc23)CCC4)CCN1 |
| -0.6 | -8 | 19 | CN(C)CCN1C(=O)C(O)=C(C(=O)c2cc3ccccc3o2)C1c1ccc(N(C)C)cc1 (stereo not drawn) |

Compound activity (PubChem)
